p53ts 39C tox: cytotoxicity in p53ts cells at nonpermissive temperature | AID 902 | Potency, µM (highest dose often 46.1 µM), for the others: at the highest dose activity change, negative = cell killing, hits mostly cytotoxic | H1299-p53A138V viability at 39C, ATP luminescence, 24 h | 1.5% of 130,000 active; further: nearly all actives have a fitted effect of over 55% in size
p53ts 32C kill: kills p53ts cells at the permissive temperature. H1299-p53A138V at 32C, ATP luminescence viability, 24 h. Potency, µM (series often up to 46.1 µM), inactives show top-dose activity change, negative = cytotoxicity, hits mostly cytotoxic. 0.93% of 130,000 active;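 further: 0% = DMSO and -100% = full killing by reference compound; nearly all actives have a fitted effect of over 55% in size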
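Viability by ATPlite luminescence after 24 h compound treatment (up to 46 uM) at the permissive 32C. Cells are H1299 carrying p53 A138V. Scale runs from DMSO basal to 100 uM tamoxifen as full kill; AC50 from Hill fits.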
IkB signaling: inhibitors of IkB signaling in ABC-DLBCL cells | ABC-DLBCL IkBa-CBG/CBR dual luciferase ratio, 4 h; response scale: scaled: untreated 0%, proteasome inhibitor 100% | Potency, µM (titrated, usually from 57.1 µM), for inactives: top-dose IkBa stabilization activation | 0.04% of 110,000 active | AID 445; active means well fitted curve in the direction sought with a large enough effect in the signal ratio, not every such curve was filed as active; inconclusive means small, poorly fitted or top-dose-only effect, or a change in a side signal; the % refers to the signal ratio;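 further: the direction sought is a rising ratio; 0% = basal untreated cells and 100% = reference inhibitor full response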
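Luminescence ratio of IκBα-fused green versus native red beetle luciferase in OCI-Ly3 cells, 4 h post-doxycycline with compound; red signal alone, scaled from basal (0%) to zero light (-100%), flagged nonspecific or cytotoxic effects.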
Peg3 imprint: induces erasure of genomic imprints in mouse ES cells; mouse ES Peg3-LacZ reporter, beta-gal luminescence, 40 h; 0.02% of 110,000 active; AID 1948; Potency, µM (doses to about 60.7 µM), for the others: at the top dose activity change, positive = activation, usual class: activators;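 further: 0% = negative control wells on the plate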
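Imprint erasure is scored as LacZ activity from the silenced maternal Peg3 allele in feeder-free female ES cells cultured 40 h with LIF. Luminescence is normalized to in-plate negative controls and fitted to the Hill equation.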
Active calls of the source: *; u = inconclusive; x = no result given; [ ] = another dose, or the depositor's remark. Unless noted, the call rests on the fitted dose curve; in most records, active means well fitted curve in the direction sought with a large enough effect; inconclusive means small, poorly fitted or top-dose-only effect, or another doubt; inactive means no such curve, though single readings can be large; an effect the other way counts as inactive or inconclusive. Unless noted, on the % scale 0 is the no-effect control and ±100 the full control effect; potency means the concentration at half of the fitted maximal effect.

SMILES	p53ts 39C tox	p53ts 32C kill	IkB signaling	Peg3 imprint
N#CCSc1nnc(CNc2cccc(Cl)c2)o1	-14%	-4%	2.6%	-11%
CCOc1ccc(-c2cc3c(=O)n(CC(=O)NCc4ccc(F)cc4)ccn3n2)cc1	-22%	-19%	0.6%	-13%[10.9 µM]
CCCN(C(=O)COc1cc(=O)n(CC)c2ccccc12)c1ccc(C(C)C)cc1	u	69%[activator]	u	4%[10.9 µM]
CCN1C(=O)CS/C1=N\c1nccs1	2%	7%	1.6%	1%
O=S(=O)(CCn1cccc1)CCn1cccc1	4%	-3%	-0.2%	10%
CCCC(=O)Nc1ccccc1NC(=O)C1CCCCC1	9%	9%	14%	-18%
O=c1cc(CN2CCc3ccccc32)nc2sccn12	-13%	8%	0.0%	-13%
O=C1N2CN(C(c3ccccc3)c3ccccc3)CN=C2SC1(CO)CO	-11%	-12%	8.3%	-8%
C[C@@]12CCC(OC(=O)c3ccccc3)CC1CCc1ccccc12 (stereo partly specified)	-5%	-5%	x	11%
COc1ccc(CCN(Cc2cccs2)S(=O)(=O)c2ccc(-n3cnnn3)cc2)cc1OC	-9%	-4%	15%	x
Cc1cccc(Cc2c(C)nc3c(C(=O)NCc4ccco4)cnn3c2C)c1	u	27%	u	-15%
COc1cccc(C(=O)N2c3nc(-c4ccco4)nn3C3(CCCCC3)[C@@H]3CCCC[C@@H]32)c1	3%	6%	u	9%[10.9 µM]
Cc1ccc(CNC(=O)CCc2cn(Cc3ccc(C)cc3)c3ccccc23)cc1	-7%	-4%	-0.1%	-14%[10.9 µM]
CN1CCSc2ccc(C(=O)NCc3ccccc3F)cc21	-16%	4%	u	4%[10.9 µM]
Fc1ccc(-c2nnc(-c3ccc(Cl)cc3)o2)cc1	u	u	-1.7%	-18%
COc1cccc(CNC(=O)c2ccc3c(c2)N(C)C(=O)C2CCCCN32)c1 (stereo unspecified)	-11%	-4%	12%	-6%[10.9 µM]
CC(=O)c1cccc(-n2c(=O)c3c4c(sc3n(Cc3ccccc3Cl)c2=O)CN(C(C)=O)CC4)c1	-10%	1%	-2.2%	-5%[10.9 µM]
O=C(CCNS(=O)(=O)c1cccc2nonc12)NCc1cccs1	0%	0%	1.7%	-5%
CC(=O)Nc1ccc(-c2nnc3n(Cc4ccc(C)cc4)c(=O)c4ccccc4n23)cc1	34%[activator]	11%	0.9%	-8%[10.9 µM]
Cc1ccc(S(=O)(=O)N[C@@H](CCc2ccccc2)CC(=O)C(C)(C)C)cc1	10%[9.22 µM]	-3%[9.22 µM]	x	x
N#Cc1nc(N2CCCC2)nc(N2CCCC2)n1	5%	39%[activator]	1.2%	-8%
Cc1cc(C)n(-c2ccc3cccc(NS(C)(=O)=O)c3n2)n1	u	-7%	0.7%	-35%[inhibitor]
C=CCn1c(Br)nc2c1c(=O)[nH]c(=O)n2C	12%	4%	2.1%	-2%
Cc1nn(Cc2ccccc2)c(Cl)c1C(=O)OC1CCOC1=O (stereo unspecified)	7%	-6%	-0.1%	3%
CC(=O)c1sc(N2C(=O)c3oc4ccccc4c(=O)c3C2c2ccc(C)o2)nc1C (stereo unspecified)	1%	-4%	3.4%	25%
CC(C)c1ccc(/C(C(=O)O)=C(\O)C(=O)O)cc1	-20%[9.22 µM]	-20%[9.22 µM]	1.2%[11.4 µM]	-10%[10.9 µM]
CCn1c(SCC(=O)NCC2CCCO2)nc2cc(S(=O)(=O)N3CCCCC3)ccc21 (stereo unspecified)	-3%	-2%	0.6%	-11%
CCOC(=O)CNC(=O)c1cc2c(=O)n3cccc(C)c3nc2s1	-22%	8%	1.6%	8%[10.9 µM]
CCC(=O)Nc1ccc(CC)cc1-c1nc2ccccc2n(CC(=O)c2ccc(OC)cc2)c1=O	5%	6%	u	9%[10.9 µM]
CCCOc1ccc(C2C(=O)N(C3CCCCCC3)CC(=O)N2Cc2ccc(OC)cc2)cc1OC (stereo unspecified)	-16%	3%	-1.0%	-7%[10.9 µM]
CN(C)c1ccc(-c2cncnc2Nc2ccccc2)cc1	-6%	9%	3.5%[11.4 µM]	-6%
COC(=O)C(O)(CC(=O)Nc1ccc(Cl)cc1Cl)C(F)(F)F (stereo unspecified)	23%	-10%	x	x
Cc1cc(C)c2c(n1)nn1c(C)c(CCC(=O)NCc3ccc(Cl)cc3)c(C)nc21	4%	-1%	u	17%[10.9 µM]
O=C1c2cccnc2C(=O)N1Cc1ccccc1	12%	-4%	2.8%	-5%
COC(=O)[C@@]1(Cc2ccc(OC)cc2)[C@H]2c3cc(C(=O)N(C)C)n(CCO)c3C[C@H]2CN1C(=O)c1ccccc1	-17%	2%	x	-10%
COc1cc2nc(C3CC3)n(NC(=O)c3ccc(Cl)cc3)c(=O)c2cc1OC	1%	0%	1.0%	-14%
C/C(NCCN1CCOCC1)=C(\C#N)C(N)=O	12%	-1%	x	x
CC(C)(C)C(=O)Nc1sc2c(c1C#N)CCCCC2	8%	-4%	x	x
Cc1nc2sccn2c(=O)c1S(=O)(=O)Nc1ccc(N2CCOCC2)cc1	6%	-6%	0.8%	-12%[10.9 µM]
Cc1c(C(=O)NC2CC2)oc2ccc(S(=O)(=O)N3CCCCCC3)cc12	9%	10%	-0.1%	-14%
Cc1ccc(C)c(N2CCN(C(=O)CN(C)S(=O)(=O)c3ccc4c(c3)CCC(=O)N4)CC2)c1	-6%	-3%	u	-16%
N#CCCn1ncc2ccccc21	-7%	-7%	-0.4%	24%
CCOC(=O)c1c(C)oc2nc(C)nc(N3CCN(c4ccccc4)CC3)c12	3%	-12%	0.1%	-12%[10.9 µM]
CO/N=C(\C)CCN1CCCc2nc(C)c(C)cc21	7%[9.22 µM]	0%[9.22 µM]	x	x
CCNc1ncc2nc(C)c(=O)n(C3CC3)c2n1	-1%	-11%	1.3%[11.4 µM]	u
CC(CN(C)Cc1ccccc1)OC(=O)c1cccs1 (stereo unspecified)	-6%	-3%	-1.0%	-2%
Cc1ccccc1C(=O)/C=C1\NC(=O)CS1	-7%	-4%	-0.7%	u
COc1ccc(CNC(=O)Cc2coc3ccc(C)cc23)cc1	-4%	-2%	3.2%	7%[10.9 µM]
COc1ccc(O)c(-c2[nH]ncc2C(=O)c2ccccc2C)c1	3%	14%	1.3%	-11%
CCOc1ccccc1NC(=O)Cn1c(=O)n(C(C)C)c(=O)c2oc3ccccc3c21	9%	12%	-1.5%	-7%[10.9 µM]
CN1CCN(C(=O)NC2CCCN2S(=O)(=O)c2ccc(Cl)cc2)CC1 (stereo unspecified)	14%	9%	-0.3%	-9%
O=c1c2ccccc2nc2sc3ccccc3n12	u	u	-2.3%	-50%[inhibitor]
CCCn1c(-c2ccc(F)cc2)nc2c(NC(C)CCCN(CC)CC)nc(C)nc21 (stereo unspecified)	-3%	-9%	x	-9%
O=C(Nc1c(F)cc(F)cc1Br)c1cccnc1	6%	2%	1.0%	-7%
COC(=O)NC(/C(C(=O)OC)=C(\C)NCc1ccccc1)c1ccccc1 (stereo unspecified)	0%[9.22 µM]	1%[9.22 µM]	x	x
O=C(Nc1ccc(F)cc1)NC1CCN(Cc2nnnn2Cc2ccco2)CC1	8%	-14%	-0.2%	6%
CCOCCCn1c(SCC(=O)Nc2ccccc2Cl)nc2c(oc3ccccc32)c1=O	-9%	7%	-0.1%	-7%[10.9 µM]
COC(=O)CNC(=O)[C@@]1(C)C=C[C@@H](Cc2ccccc2)N1C(C)=O	-8%	2%	x	-16%
O=C(CSCc1cccc(F)c1)N1CCN(c2ccccc2)CC1	0%	-2%	u	-20%
CCOC(=O)CN(C(=O)CNC(=O)c1cccs1)C(C(=O)NC1CCCCC1)c1cccs1 (stereo unspecified)	21%	4%	x	x

Carrying on.
SMILES	p53ts 39C tox	p53ts 32C kill	IkB signaling	Peg3 imprint
O=C(Cn1nnc(-c2ccccc2-n2cnnn2)n1)c1ccccc1	-3%	4%	-0.1%	-7%
O=C(NCc1ccccc1Cl)c1ccc(CSCc2ccccc2Cl)o1	u	u	u	-10%[10.9 µM]
O=c1[nH]c(SCc2ccc(Br)cc2)nc2c1CCCC2	-14%	-1%	1.3%	-4%[10.9 µM]
COC(=O)c1c(Oc2ccc(Br)cc2)nnc(-c2ccccc2)c1-c1ccccc1	12%	12%	1.1%	-3%[10.9 µM]
CCOc1ccc(-c2cc3c(=O)n(CC(=O)Nc4cc(F)ccc4C)ccn3n2)cc1	-20%	-5%	-1.6%	3%[10.9 µM]
CCN(c1ccccc1)S(=O)(=O)c1nnc(NC(=O)C(C)Oc2ccccc2)s1 (stereo unspecified)	1%	-1%	u	-6%[10.9 µM]
Cc1ccc(NC(=O)Cn2cnc3sc(C(=O)O)c(C)c3c2=O)cc1Cl	6%	-8%	-1.9%	-8%[10.9 µM]
Cc1nn(C2CCCCC2)c(N)c1-c1ccccc1	-7%	-3%	-1.5%	-16%
Cc1ccccc1Nc1c(-c2ccccc2O)nc2sccn12	-19%	-12%	2.8%	7%[10.9 µM]
CCOC(=O)c1cc(-c2ccccc2)n(CCC(=O)NCCc2cccc(C)c2)c1C	18%	16%	u	-18%[10.9 µM]
CCC1OC(=O)C(C)[C@@H](O[C@H]2C[C@@](C)(OC)C(O)C(C)O2)C(C)[C@@H](O[C@@H]2OC(C)CC(N(C)C)C2O)[C@@](C)(O)CC(C)CN(C)C(C)C(O)[C@]1(C)O (stereo partly specified)	-1%	-11%	x	-3%
COC(=O)/C(C)=C/CC12OC(C)(C)C3CC(C=C4C(=O)c5cc6c(c(CCC(C)(C)Cl)c5OC431)OC1(C)CCC(=C(C)C)C6C1)C2=O (stereo unspecified)	-7%	6%	x	-12%

12 entries from above, in markdown.
| mol | p53ts 39C tox | p53ts 32C kill | IkB signaling | Peg3 imprint |
| --- | --- | --- | --- | --- |
| COC(=O)CNC(=O)[C@@]1(C)C=C[C@@H](Cc2ccccc2)N1C(C)=O | -8% | 2% | x | -16% |
| O=C(CSCc1cccc(F)c1)N1CCN(c2ccccc2)CC1 | 0% | -2% | u | -20% |
| CCOC(=O)CN(C(=O)CNC(=O)c1cccs1)C(C(=O)NC1CCCCC1)c1cccs1 (stereo unspecified) | 21% | 4% | x | x |
| O=C(Cn1nnc(-c2ccccc2-n2cnnn2)n1)c1ccccc1 | -3% | 4% | -0.1% | -7% |
| O=C(NCc1ccccc1Cl)c1ccc(CSCc2ccccc2Cl)o1 | u | u | u | -10%[10.9 µM] |
| O=c1[nH]c(SCc2ccc(Br)cc2)nc2c1CCCC2 | -14% | -1% | 1.3% | -4%[10.9 µM] |
| COC(=O)c1c(Oc2ccc(Br)cc2)nnc(-c2ccccc2)c1-c1ccccc1 | 12% | 12% | 1.1% | -3%[10.9 µM] |
| CCOc1ccc(-c2cc3c(=O)n(CC(=O)Nc4cc(F)ccc4C)ccn3n2)cc1 | -20% | -5% | -1.6% | 3%[10.9 µM] |
| CCN(c1ccccc1)S(=O)(=O)c1nnc(NC(=O)C(C)Oc2ccccc2)s1 (stereo unspecified) | 1% | -1% | u | -6%[10.9 µM] |
| Cc1ccc(NC(=O)Cn2cnc3sc(C(=O)O)c(C)c3c2=O)cc1Cl | 6% | -8% | -1.9% | -8%[10.9 µM] |
| Cc1nn(C2CCCCC2)c(N)c1-c1ccccc1 | -7% | -3% | -1.5% | -16% |
| Cc1ccccc1Nc1c(-c2ccccc2O)nc2sccn12 | -19% | -12% | 2.8% | 7%[10.9 µM] |

Additional compounds.
SMILES	p53ts 39C tox	p53ts 32C kill	IkB signaling	Peg3 imprint
COc1ccc(CNC(=O)c2ccc3c(c2)N(Cc2cc(C)ccc2C)C(=O)CS3)cc1	21%	2%	1.3%	-14%[10.9 µM]
Cc1nc2cc(-c3cccc(F)c3)nn2c(C)c1CCC(=O)N1CCN(c2ccc(F)cc2)CC1	-23%	3%	u	-7%[10.9 µM]
CCCCc1nc2n[nH]c(N)c2c2c1CCC2	3%	13%	-0.5%	-10%
CC(C)(C)c1ccc(C(=O)Nc2ccc(-c3nc4ccccc4o3)c(O)c2)cc1	-3%	-8%	4.9%	-6%[10.9 µM]

Compound activity deposited in PubChem by National Center for Advancing Translational Sciences (NCATS).
